Rat MKP-3 inhibitors: MKP-3 phosphatase inhibitors, primary screen, biochemical, rat enzyme, in vitro (AID 425); Dual specificity protein phosphatase 6 (Rattus norvegicus); recombinant MKP-3 phosphatase activity, fluorescence; higher % means a stronger effect; inhibition, % at 20 µM; hits with a dose series show IC50 in µM; actives 0.17% (n = 110,000); in the data active = inhibition above about 50%;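 also: plate controls were vehicle for no effect and reference inhibitor for full effect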
Hsp70 inhibitors: Hsp70 inhibitors, probe displacement, primary screen, biochemical, fluorescence polarization (AID 583); Heat shock 70 kDa protein 1A (Homo sapiens); Hsp70 fluorescence polarization probe displacement, mP; higher % means a stronger effect; displacement, % at 20 µM; hits with a dose series show IC50 in µM; actives 0.06% (n = 140,000); in the data active = displacement above about 50%;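 also: plate controls were vehicle for no effect and reference ligand for full effect; a part of the inactive calls stands beside numbers as strong as those of hits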
Numbers without * were called inactive; · = not tested or not shown; & = joins results of further samples.

Rat MKP-3 inhibitors | Hsp70 inhibitors | SMILES
0% | 2.8% | CC1=C(C(=O)OCc2ccccc2)C(c2cccc(F)c2)C2=C(CCCC2=O)N1 (stereo not given)
· | -4.8% | COc1ccc(-c2csc(Nc3ncccc3C)n2)cc1
2% | 4.1% | O=C(N/N=C/c1cccc2ccccc12)C(=O)N1CCCC1
3% | 3.7% | CCc1c(O)nc(SCC(=O)Nc2ccccc2)n(-c2ccccc2)c1=O
-7% | 1.3% | O=C(CN(Cc1ccco1)C(=O)CCC(=O)Nc1ccccn1)NCCc1ccccc1
2% | -2.9% | c1csc(CSc2nc3ccccc3s2)c1
5% | -1.4% | O=C(CSc1n[nH]c(-c2ccccc2)n1)Nc1ccccn1
0% | 2.0% | COc1ccc(N(CC(=O)NC(C)c2ccccc2)S(C)(=O)=O)cc1Cl (stereo not given)
-7% | -4.1% | Cc1cc(N2C(=O)C(=O)/C(=C(/O)c3ccccc3)C2c2cccc(Br)c2)no1 (stereo not given)
3% | -4.1% | CSc1ccc(/C=C2\C(=O)NC(=O)N(c3ccc(Cl)cc3)C2=O)cc1
· | -4.1% | O=C(Nc1cc(Cl)ccn1)C1CCN(S(=O)(=O)c2cccs2)CC1
-2% | -7.1% | O=C(O)C(NS(=O)(=O)c1ccc(Br)cc1)C(O)c1ccccc1 (stereo not given)
1% | -1.1% | CC(=O)c1cc2c(cc1NS(=O)(=O)c1ccc3c(c1)OCCO3)OCO2
-2% | 2.5% | Cc1nccn1CC(O)COC1CCCCC1 (stereo not given)
· | 1.7% | Cc1ccc(C(=O)c2coc3ccc(O)c(Cl)c23)cc1
1% | 2.4% | Cc1ccc(NCN2C(=O)CSC2=O)c(C)c1
2% | 1.1% | COc1cccc(C2C(C#N)=C(N)Oc3cc(C)n(Cc4ccccn4)c(=O)c32)c1OC (stereo not given)
0% | -0.6%&-0.4% | Cc1ccc(N2C(=O)CC(N3CCN(C)CC3)C2=O)cc1 (stereo not given)
0% | 0.5% | O=C(CSc1nc2ccccc2[nH]1)NCCCn1ccnc1
-10% | 1.9% | CN(C)c1cccc(C(=O)Nc2cccc(F)c2)c1
0% | 5.8% | Cc1sc(/N=C/c2cc(Br)ccc2O)c(C#N)c1C
-10% | 4.4% | O=C1C(=Cc2ccccc2)C(=O)c2ccccc21
-9% | 4.8% | CC(C)n1c(N2CCN(C(=O)N3CCCCC3)CC2)nc2ccccc21
-8% | 1.6% | c1ccc(Cc2nnc3n2CCCCC3)cc1
· | 6.8% | COc1ccc(C2NCCn3cccc32)cc1 (stereo not given)
3% | -3.9% | O=[N+]([O-])c1ccc(N/N=C/c2cccc(Oc3ccccc3)c2)cc1
2% | 4.8% | Nc1ccc(-c2nc3ccc(-c4ccc5nc(-c6ccc(N)cc6)[nH]c5c4)cc3[nH]2)cc1
-2% | 1.4% | Cn1c(N)c(C#N)c(C#N)c1-c1ccccc1
· | 4.7% | CCCCCCCCCC(=O)OCC(O)CO (stereo not given)
· | -0.9% | CCCC(C)C(=O)Nc1ccc(NC(C)=O)cc1 (stereo not given)
· | 7.6% | COc1cccc2cc(C(=O)N(Cc3ccccc3)CC3CCCO3)c(=O)oc12 (stereo not given)
-2% | -5.2% | C[n+]1cccc(C(=O)NCCOC(=O)Cc2ccccc2)c1
4% | -5.6% | O=C(c1ccc(Cl)cc1)N1N=C(c2cccc([N+](=O)[O-])c2)CC1(O)C(F)(F)F (stereo not given)
· | 1.2% | COc1cc(Cl)c(C)cc1NC(=O)CCCN1C(=O)CCC1=O
· | 3.0% | Oc1ccccc1/C=N/Nc1nccnc1Cl
· | -0.9% | CCNC(=O)CC1C(=O)N(c2ccccc2)C(=O)N1CCc1ccc(OC)c(OC)c1 (stereo not given)
-3% | 0.0% | COc1ccc(OC)c(C2NC(=O)NC(C)=C2C(=O)Nc2ccc(C)cc2C)c1 (stereo not given)
1% | -0.4% | Cc1ccc(N2CC(C(=O)Nc3cccc(C)c3C)CC2=O)cc1 (stereo not given)
-14% | -3.2% | Cc1c(Cl)ccc2c1NC(=O)C21NC(CCC(N)=O)[C@H]2C(=O)N(c3ccc(Cl)cc3)C(=O)[C@H]21 (stereo not given in full)
2% | 3.2% | CCOc1ccc(NC(=O)CCCOc2ccccc2)cc1

Of the compounds above, two contain a nitro group on carbon:
Rat MKP-3 inhibitors | Hsp70 inhibitors | SMILES
3% | -3.9% | O=[N+]([O-])c1ccc(N/N=C/c2cccc(Oc3ccccc3)c2)cc1
4% | -5.6% | O=C(c1ccc(Cl)cc1)N1N=C(c2cccc([N+](=O)[O-])c2)CC1(O)C(F)(F)F (stereo not given)

Following part
Rat MKP-3 inhibitors | Hsp70 inhibitors | SMILES
3% | -4.5% | CCC(Sc1nc(C)cc(C)n1)C(=O)N1c2ccccc2Sc2ccccc21 (stereo not given)
-1% | -4.3% | C=CCN1C(=O)/C(=C/c2ccccc2OCc2ccccc2Cl)SC1=S
5% | 8.2% | CCOC(=O)C1=C(O)/C(=C/c2cc(OC)c(OC)c(OC)c2)SC1=Nc1ccccc1
-6% | 0.4% | Cc1cccc2nc(CSc3nnnn3-c3ccccc3)cn12
-2% | -2.8% | O=C(NCCN1CCOCC1)N1CCOCC1
-4% | 5.9% | O=C(Nc1c(F)c(F)c(F)c(F)c1F)NC1CCCCC1
-1% | -1.3% | Cc1ccc(C(=O)N/C(=C/c2cccnc2)C(=O)Nc2ccc(Br)cc2)cc1
· | -4.2% | CCCOc1ccc(C(=O)c2nc3c(n2O)CCCCC3)cc1
1% | 2.9% | CCc1cccc(C)c1NC(=O)CSc1nnnn1-c1ccccc1
0% | 8.7% | O=C(C1CC1c1ccccc1)N1CCN(c2cccc(Cl)c2)CC1 (stereo not given)
-3% | 2.0% | O=C(c1coc(=O)c2ccccc12)N1CCN(Cc2ccccc2)CC1
6% | 3.7% | CCN(CC)S(=O)(=O)c1ccc(-c2nnc(SCC(=O)Nc3ccc4c(c3)OCO4)o2)cc1
2% | 4.4% | O=[N+]([O-])c1ccc(N2CCN(CCO)CC2)cc1NC(c1ccccc1)c1ccccc1
-8% | 1.4% | O=C(c1cn(-c2ccccc2)nc1-c1ccncc1)N1CCCCC1
-9% | -5.7% | COc1ccc(OCCSc2nnc3sc4ccccc4n23)cc1
2% | 0.8% | CC1=NN(c2ccc(S(N)(=O)=O)cc2)C(=O)/C1=C\c1cccs1
-10% | 1.2% | c1ccc(CNn2nnnc2-c2ccccc2)cc1
-3% | 2.5% | CCOC(=O)Nc1nnc(-c2ccccc2OC)s1
-2% | 8.9% | Cc1ccc(S(=O)(=O)N2CCSC2c2ccccc2)cc1 (stereo not given)
· | -1.5% | CNC(=O)NC(=O)CSc1nc2ccccc2n1CCOC
3% | -2.0% | C=CCN1C(=O)/C(=C2\SC(=S)N(Cc3ccccc3)C2=O)c2ccccc21
1% | 0.5% | COc1ccc(C(=O)Nc2ccc(C)c([N+](=O)[O-])c2)cc1OC
-14% | · | COc1ccc(NC(=O)CSc2ncn(-c3ccccc3)n2)cc1Cl
-11% | 3.2% | COC(=O)Nc1c(-c2ccccc2)nc2ccccn12
· | -3.7% | CC(C)COc1ccc(CNC(=S)N/N=C/c2ccc([N+](=O)[O-])cc2)cc1
· | 2.4% | CCOc1ccc(-c2nc(CSc3nnc(N)s3)cs2)cc1OC
2%&2% | 4.7%&-2.7% | O=C(CSCc1ccccc1)Nc1nccs1
-1% | 2.6% | COCC(C)Nc1ncnc2c1cnn2-c1ccc(Cl)cc1 (stereo not given)
2% | -5.3% | COC(=O)C1=C(C)N(CC2CCCO2)C(=O)/C1=C\c1ccc(OC)c([N+](=O)[O-])c1 (stereo not given)
-5% | 2.9% | CCOC(=O)CSc1nc2c(sc(=S)n2Cc2ccco2)c(=O)n1-c1ccccc1
-6% | 2.4% | COC(=O)c1ccccc1NC(=O)C1COc2ccccc2O1 (stereo not given)
1% | -6.0% | N#C/C(=C\c1c[nH]c2ccccc12)c1ccc([N+](=O)[O-])cc1
1% | 3.6% | CC(C)(C)NC(=O)c1cc2c(ccc3ccccc32)oc1=O
-11% | 2.6% | Cc1ccccc1CSc1nnc(Cn2c(=O)sc3ccccc32)n1C
-2% | -0.1% | CO/C=C/C#CC1(O)CCN(C)CC1
4% | 0.0% | COc1ccc(C2C(C(=O)OCCOc3ccccc3)=C(C)NC3=C2C(=O)CC(C)(C)C3)c(OC)c1 (stereo not given)
· | -3.2% | O=C(NC1CCCC1)C(c1cccs1)N(C(=O)c1ccco1)c1ccc2c(c1)OCO2 (stereo not given)
-8% | 4.1% | Cc1ccc(S(=O)(=O)Cc2ccc(C(=O)N3CCN(c4ccc(F)cc4)CC3)o2)cc1
-10% | -0.3% | CCOC(=O)N1CCN(C(=O)Nc2ccc3nc(-c4ccccn4)c(-c4ccccn4)nc3c2)CC1
0% | 2.7% | COC(=O)c1ccccc1NC(=O)CSc1n[nH]c(CC(C)C)n1

Compounds listed so far that contain an aryl thioether with sulfur outside any ring (16):
Rat MKP-3 inhibitors | Hsp70 inhibitors | SMILES
3% | 3.7% | CCc1c(O)nc(SCC(=O)Nc2ccccc2)n(-c2ccccc2)c1=O
2% | -2.9% | c1csc(CSc2nc3ccccc3s2)c1
5% | -1.4% | O=C(CSc1n[nH]c(-c2ccccc2)n1)Nc1ccccn1
3% | -4.1% | CSc1ccc(/C=C2\C(=O)NC(=O)N(c3ccc(Cl)cc3)C2=O)cc1
0% | 0.5% | O=C(CSc1nc2ccccc2[nH]1)NCCCn1ccnc1
3% | -4.5% | CCC(Sc1nc(C)cc(C)n1)C(=O)N1c2ccccc2Sc2ccccc21 (stereo not given)
-6% | 0.4% | Cc1cccc2nc(CSc3nnnn3-c3ccccc3)cn12
1% | 2.9% | CCc1cccc(C)c1NC(=O)CSc1nnnn1-c1ccccc1
6% | 3.7% | CCN(CC)S(=O)(=O)c1ccc(-c2nnc(SCC(=O)Nc3ccc4c(c3)OCO4)o2)cc1
-9% | -5.7% | COc1ccc(OCCSc2nnc3sc4ccccc4n23)cc1
· | -1.5% | CNC(=O)NC(=O)CSc1nc2ccccc2n1CCOC
-14% | · | COc1ccc(NC(=O)CSc2ncn(-c3ccccc3)n2)cc1Cl
· | 2.4% | CCOc1ccc(-c2nc(CSc3nnc(N)s3)cs2)cc1OC
-5% | 2.9% | CCOC(=O)CSc1nc2c(sc(=S)n2Cc2ccco2)c(=O)n1-c1ccccc1
-11% | 2.6% | Cc1ccccc1CSc1nnc(Cn2c(=O)sc3ccccc32)n1C
0% | 2.7% | COC(=O)c1ccccc1NC(=O)CSc1n[nH]c(CC(C)C)n1

(further entries)
Rat MKP-3 inhibitors | Hsp70 inhibitors | SMILES
-1% | -2.3% | O=C(NCCN1CCOCC1)c1cc2n(n1)C(C(F)(F)F)CC(c1ccc(F)cc1)N2 (stereo not given)
-4% | 2.3% | Cc1ccsc1C1CC(=O)NC2=C1C(=O)CC(C)(C)C2 (stereo not given)
· | 3.8% | Clc1ccc(CN(CC2CCCO2)C(c2cccs2)c2nnnn2C2CCCC2)cc1 (stereo not given)
· | -2.6% | CC1Cc2ccccc2N1C(=O)COC(=O)c1cccnc1Cl (stereo not given)
· | -2.4% | CCCCSc1nc2ccccc2n1CC(=O)O
5% | -5.4% | COc1cc2ccccc2cc1C(=O)Nc1ccc(Cl)c(Cl)c1
0% | 3.1% | CCc1nn(-c2ccccc2)c(N)c1C
1% | -0.6% | OC1CCN(c2ncnc3c2nnn3Cc2c(F)cccc2Cl)CC1
· | 0.3% | Clc1cccc(-c2nnc(SC/C=C/c3ccccc3)n2Cc2ccco2)c1
-2% | 2.7% | O=S(=O)(c1ccc(N2CCOCC2)cc1)N1CCOCC1
-5% | 6.0% | COc1cccc2cc(C(=O)N3CCN(C45CC6CC(CC(C6)C4)C5)CC3)c(=O)oc12
-6% | -4.0% | O=C1CC(c2ccccc2)CC(O)=C1C=NCCCO (stereo not given)
0% | -3.1% | CCCn1c(=O)c2ccccc2n2c(SCC(=O)c3ccccc3)nnc12
-9% | 6.3% | O=C(NCCNC(=O)c1cccs1)c1ccco1
· | 1.3% | Cc1nc(SCC(=O)Nc2c(C)n(C)n(-c3ccccc3)c2=O)[nH]c(=O)c1C
-8% | -1.4% | COCCn1c(SCC(=O)N2CCCC2)nnc1C(C)C
4% | 3.1% | Cc1ccc(C(=O)Nc2ccccc2C(=O)Nc2ccccc2C(=O)O)cc1
0% | 1.6% | FC(F)C(F)(F)c1nc2ccccc2[nH]1
· | 4.8% | COc1ccc(-n2cnc3cc(NCc4ccccn4)ccc32)cc1
-6% | 1.6% | Cc1ccc2cc(C#N)c(N3CCCN(C(=O)C4CCCO4)CC3)nc2c1 (stereo not given)
6% | -4.4% | COCCCn1c2nc3ccccc3nc2c2c(=O)n(Cc3ccc(Cl)cc3)c(C)nc21
3% | -1.6% | CC(=O)Oc1ccccc1N1C(=O)c2ccc(-c3nc4ccccc4c(=O)o3)cc2C1=O
-8% | · | O=C(NCCCN1CCN(c2ccccc2)CC1)Nc1ccccc1C(F)(F)F
0% | 9.2% | O=C1N=C2C=CC=CN2C(=O)C1Cc1ccccc1 (stereo not given)
0%&4% | 1.9%&0.2% | Nc1nc(-c2cccs2)c(NC(=O)c2ccccc2)s1
4% | 2.7% | CCOc1ccc(C(=O)Nc2cc(C)ccn2)cc1[N+](=O)[O-]
3% | 5.2% | O=C(NCc1ccc2c(c1)OCO2)C1CC(=O)N(C2CCCC2)C1 (stereo not given)
-1% | 4.3% | CCOC(=O)c1ccccc1NC(=O)CN(c1ccc(OC)cc1)S(C)(=O)=O
1% | 0.7% | C=CCN1C(=O)/C(=C2\SC(=S)N(Cc3ccco3)C2=O)c2ccccc21
2% | 3.7% | Cc1ccc(C(=O)NCCNS(=O)(=O)c2ccccc2)cc1

Compound activity as filed in PubChem BioAssay.

The list is partial; count on the stated rates, not on these rows.
